High-throughput results (PubChem BioAssay)
ERK AVP block – qHTS Assay for Inhibitors of the ERK Signaling Pathway using a Homogeneous Screening Assay. HEK293-V1b, vasopressin-stimulated pERK AlphaScreen. Potency, µM (series often up to 57.5 µM), without a hit: at the highest dose activity, negative = inhibition, usual class: inhibitors. actives 0.99% (n = 72,000). AID 995, 2007; also: potency is read from the fitted curve at half-maximal effect; % is scaled to controls: 0 for no effect and ±100 for the full control effect; nearly all actives have a fitted effect of over 55% in size
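V1b-HEK293 cells; cpd 30 min 37C; 25 nM vasopressin 5 min; lyse 10 min; AlphaScreen beads 5 hr RT. Normalized to DMSO basal and 25 nM vasopressin; AC50 by Hill fit.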
UbGFP stabilizer – Ubiquitin-GFP Assay; 67,000 tested, under 10 active; Potency, µM (doses to about 45.9 µM), inactives show at the top dose activation (GFP accumulation), actives largely listed as activators; Ubiquitin-GFP reporter cells, proteasome inhibition, GFP fluorescence; response scale: untreated = 0%, 10 µM MG-132 = 100%; active = well fitted activation curve with a large enough effect, not every such curve was filed as active; inconclusive = small, poorly fitted or top-dose-only effect, or another doubt; inactive = no such curve, though single readings can be large or run the other way; also: potency is read from the fitted curve at half-maximal effect
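Proteasome blockade was scored as a rise in GFP-expressing U2OS cells carrying a ubiquitin(G76V)-GFP construct, imaged after 4 hr compound treatment at 37 °C across a 46 uM–2.9 nM series.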
HBB splicing – qHTS Assay for Modulators of Hemoglobin Beta Chain Splicing; Potency, µM (series often up to 46.1 µM), inactives show top-dose activation, most hits filed as activators; HBB splicing reporter cell assay, activation; EGFP reporter with mutant IVS2-654 intron; response scale: normalised to 500 nM splice-correcting PNA; actives 0.06% (n = 65,000); also: potency is read from the fitted curve at half-maximal effect; 0% is about no effect
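Compounds were applied for 2 days to HeLa EGFP-654 cells, 500/well in Optimem with 2% FCS. The reporter's EGFP is disrupted by mis-splicing of beta-globin intron IVS2-654. Readout: summed well GFP fluorescence from 488 nm laser scanning; reference was 500 nM antisense […] 654 PNA.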
Tau filament bind – qHTS Assay for Tau Filament Binding; Microtubule-associated protein tau (Homo sapiens), P10636; recombinant tau filaments, thioflavin S fluorescence, 15 h; filaments grown with octadecylsulfate alongside compound; Potency, µM (titrated, usually from 57.1 µM), for inactives: top-dose activity change, negative = inhibition; actives 2% (n = 71,000); AID 596, 2007;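 also: potency is read from the fitted curve at half-maximal effect; % is scaled to controls: 0 for no effect and ±100 for the full control effect; actives lower thioflavin S fluorescence by blocking filaments or displacing dye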
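Tau 2 uM in ThS buffer dispensed; compound added; 60 uM ODS added (finals 1 uM tau, 30 uM ODS); 15 h 37 C; fluor ex450/em510.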
Epigenetic mod – qHTS Assay for Epigenetic Modulators; Potency, µM (series often up to 46.1 µM), for the others: at the top dose GFP derepression (activation); actives 0.09% (n = 68,000); AID 597, 2007; mouse C127i GFP locus derepression, cytometry, 30 h; also: % of control where 0% means no effect
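Murine C127i mammary cells carrying a silenced, stably integrated CMV-driven GFP reporter were treated with compound for 30 hours at 37 C. After PBS washes, GFP-positive cells were counted by laser-scanning microplate cytometry.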
Luciferase inh – qHTS Assay for Inhibitors of Firefly Luciferase. Luciferin 4-monooxygenase (Photinus pyralis), P08659. purified firefly luciferase, luminescence, 8 min. Potency, µM (series often up to 57.1 µM), for the others: at the highest dose activity change, negative = inhibition, usual class: inhibitors. actives 2.2% (n = 72,000). AID 411, 2009; also: potency is read from the fitted curve at half-maximal effect; % is scaled to controls: 0 for no effect and ±100 for the full control effect; nearly all actives have a fitted effect of over 40% in size
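Compounds were tested as concentration series (qHTS) against purified P. pyralis luciferase with luciferin and 10 uM ATP in 50 mM imidazole pH 7.2, 50 mM KCl, 7 mM MgCl2, 0.01% Tween 20, 0.05% BSA. Luminescence was read after 8 min at ambient temperature.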
CRE-bla Fsk – Cell signaling CRE-BLA (Fsk stim); Potency, µM (titrated, usually from 38.2 µM), for inactives: at the top dose activity change, negative = inhibition, actives largely listed as activators; AID 662, 2007; CHO CRE-bla reporter (cAMP response element driving beta-lactamase), forskolin EC10, beta-lactamase ratio; actives 2.5% (n = 71,000); active = well fitted activation curve with a large enough effect in the signal ratio, with a control signal flat, not every such curve was filed as active; inconclusive = small, poorly fitted or top-dose-only effect, or effect the other way, or a change in a side signal; the % refers to the signal ratio; also: potency is read from the fitted curve at half-maximal effect; % of control where 0% means no effect
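Modulation of forskolin-driven signalling is measured in CHO cells carrying a CRE-controlled beta-lactamase reporter. Cells are stimulated with EC10 NKH 477 in the presence of titrated compound for 3 h at 37 °C, then loaded with CCF4 for 2 h at room temperature.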
DNA Pol III inh – qHTS Assay for Inhibitors of DNA Polymerase III Holoenzyme System; reconstituted DNA polymerase III holoenzyme replication, biochemical; Potency, µM (titrated, usually from 57.1 µM), for inactives: at the top dose activity change, negative = inhibition; actives 0.25% (n = 71,000); AID 603, 2007; also: potency is read from the fitted curve at half-maximal effect; % is scaled to controls: 0 for no effect and ±100 for the full control effect
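Reconstituted *E. coli* holoenzyme (0.35 nM Pol III, 1 nM beta, 154 nM SSB, 2 nM primase) was preincubated with compound for 15 min at RT. Synthesis on 1.4 nM ssM13Gori ran 35 min, then was stopped with PicoGreen/EDTA and read as dsDNA fluorescence.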
HADH2 inh – qHTS Assay for Inhibitors of HADH2 (Hydroxyacyl-Coenzyme A Dehydrogenase, Type II); 3-hydroxyacyl-CoA dehydrogenase type-2 (Homo sapiens), Q99714; recombinant HADH2, NADH fluorescence, beta-hydroxybutyryl-CoA; Potency, µM (doses to about 57.1 µM), without a hit: at the top dose activity change, negative = inhibition, most hits filed as inhibitors; actives 3.4% (n = 73,000); AID 886, 2007; also: potency is read from the fitted curve at half-maximal effect; % is scaled to controls: 0 for no effect and ±100 for the full control effect; nearly all actives have a fitted effect of over 60% in size; many of its hits are not listed in these tables
Target sequence (Q99714 whole entry, looked up, one chain of several): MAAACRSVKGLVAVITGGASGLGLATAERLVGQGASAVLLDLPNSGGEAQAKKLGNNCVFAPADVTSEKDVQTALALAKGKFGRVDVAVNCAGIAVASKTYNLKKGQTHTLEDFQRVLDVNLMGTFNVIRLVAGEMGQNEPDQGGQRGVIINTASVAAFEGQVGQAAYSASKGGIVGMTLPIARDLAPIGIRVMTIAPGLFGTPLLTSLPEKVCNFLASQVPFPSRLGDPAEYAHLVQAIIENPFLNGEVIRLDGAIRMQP
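E. coli-expressed His-tagged HADH2 tested at 20 nM in alkaline Tris buffer (pH 9.0); oxidation of 90 uM beta-hydroxybutyryl-CoA with 1 mM NAD+ tracked fluorimetrically for 4 min.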
Hsp90 Hop PPI – qHTS Assay for Disrupters of an Hsp90 Co-Chaperone Interaction. Potency, µM (top dose mostly 57 µM), for inactives: at the top dose activity change, negative = inhibition. AlphaScreen TPR2A-His6 binding biotin-Hsp90 C-terminal peptide. actives 0.44% (n = 71,000); active = well fitted curve in either direction with a large enough effect; inconclusive = small, poorly fitted or top-dose-only effect, or another doubt; also: potency is read from the fitted curve at half-maximal effect; % is scaled to controls: 0 for no effect and ±100 for the full control effect; many of its hits are not listed in these tables
ALOX15 inhib – qHTS Assay for Inhibitors of 15-hLO (15-human lipoxygenase); Polyunsaturated fatty acid lipoxygenase ALOX15 (Homo sapiens), P16050; purified 15hLO-1, xylenol orange hydroperoxide absorbance; Potency, µM (titrated, usually from 57.1 µM), for the others: at the highest dose activity change, negative = inhibition, most hits filed as inhibitors; actives 1.4% (n = 74,000); AID 887, 2007; also: potency is read from the fitted curve at half-maximal effect; % is scaled to controls: 0 for no effect and ±100 for the full control effect; nearly all actives have a fitted effect of over 55% in size
Target sequence (P16050 whole entry, looked up): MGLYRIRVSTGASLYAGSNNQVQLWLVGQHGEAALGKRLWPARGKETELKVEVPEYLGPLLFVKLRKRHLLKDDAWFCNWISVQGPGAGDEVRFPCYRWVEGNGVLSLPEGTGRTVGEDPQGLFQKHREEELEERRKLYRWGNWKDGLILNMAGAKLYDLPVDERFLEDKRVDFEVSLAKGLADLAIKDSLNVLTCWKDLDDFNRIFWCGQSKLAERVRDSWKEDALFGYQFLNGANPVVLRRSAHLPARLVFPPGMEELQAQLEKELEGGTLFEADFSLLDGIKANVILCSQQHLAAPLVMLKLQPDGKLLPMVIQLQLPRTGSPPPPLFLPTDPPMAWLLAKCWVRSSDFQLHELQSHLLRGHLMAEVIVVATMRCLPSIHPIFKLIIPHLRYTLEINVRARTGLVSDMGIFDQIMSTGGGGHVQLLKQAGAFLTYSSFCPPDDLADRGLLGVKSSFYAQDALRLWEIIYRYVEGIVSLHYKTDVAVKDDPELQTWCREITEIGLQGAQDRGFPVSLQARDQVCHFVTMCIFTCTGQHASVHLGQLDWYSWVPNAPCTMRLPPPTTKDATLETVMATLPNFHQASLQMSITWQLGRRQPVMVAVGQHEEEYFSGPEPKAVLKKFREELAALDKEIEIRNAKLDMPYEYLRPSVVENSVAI
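Readout: Fe(III)-xylenol orange absorbance, 573-to-405 nm ratio as reaction progress. Enzyme 40 nM purified human 15hLO-1, substrate 50 uM arachidonic acid, 6 min RT after 15 min compound preincubation; Hepes pH 7.5 buffer with Triton X-100.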
An asterisk follows results filed as active; ? = inconclusive; . = no result given; [ ] = remark or other dose. Unless noted, calls follow the shape of the dose curve; as a rule, active = well fitted curve in the direction sought with a large enough effect; inconclusive = small, poorly fitted or top-dose-only effect, or another doubt; inactive = no such curve, though single readings can be large; an effect the other way counts as inactive or inconclusive.

canonical_smiles	CRE-bla Fsk	Luciferase inh	HADH2 inh	DNA Pol III inh	Tau filament bind	ERK AVP block	Epigenetic mod	HBB splicing	UbGFP stabilizer	Hsp90 Hop PPI	ALOX15 inhib
O=C(O)CSc1ncn[nH]1	0%	5%	0%	-7%	-5%	7%	-2%	-1.6%	-2%	-3%	9%
COc1ccc(Cn2c3nc4ccccc4nc3c3c(=O)n(Cc4ccco4)cnc32)cc1	13µM*	-14%	?	-15%	16µM*	-9%	-2%	1.6%[57.5 µM]	2%	-5%	?
CCOc1ccc(-n2c(=O)c3sccc3n(CC(=O)NCc3ccco3)c2=O)cc1	?	1%	-2%	-5%	220%	-8%	-1%	0.1%	13%	-14%	-9%
CCOc1nc(-c2ccc(OC)cc2)ccc1-c1noc(-c2cccnc2)n1	0%	4%	-25%	2%	10%	5%	14%	.	2%	-2%	-1%
O=C(NCc1cccnc1)c1cccc(NC(=O)c2ccco2)c1	-4%	-1%	15%	-2%	6%	-4%	0%	0.4%	8%	0%	6%
CCOC(=O)C1CCN(C(=O)Nc2ccc3nc(-c4ccco4)c(-c4ccco4)nc3c2)CC1	-5%	-27%	6.3µM*	13µM*	0.79µM*	25µM*	0%	-0.1%[9.22 µM]	2%	-28%	5µM*
Cc1cc(C)cc(NC(=O)c2nnn(Cc3cc(C)ccc3C)c2N)c1	9%	-1%	22%	-3%	11%	4%	.	-1.2%	3%	0%[2.3 µM]	-26%
COc1ccc(CCNc2ncnc3c2oc2ccccc23)cc1OC	?	1%	-8%	-8%	24%	32µM*	0%	5.0%[0.369 µM]	-3%	0%	8%
CCn1c(CNc2ccc(OC)cc2)nnc1SCC(=O)c1ccc(OC)cc1	-7%	-5%	?	-10%	?	3%	-3%	.	-1%	-24%	?
CC1(C)CC(=O)C2=C(C1)N(CC1CCCO1)C(=O)C2(NC(=O)c1cccnc1)C(F)(F)F (centres undefined)	2%	4%	5%	-8%	4%	-19%	5%	-2.9%[57.5 µM]	1%	-1%	4%
O=C(COc1ccccc1Cl)N1CCCC1	-2%	0%	7%	-1%	8%	-7%	2%	0.8%	-7%	-15%	7%
Cc1ccccc1-n1c(-c2cccnc2)n[nH]c1=S	-5%	1%	-26%	2%	-3%	-9%	4%	0.8%	4%	-4%	-8%
O=C(Nc1cccc(Cl)c1)Nc1ccc2c(c1)OCO2	-10%	16µM*	6%	0%	13µM*	?	-2%	0.4%	-5%	-13%	-15%
O=S(=O)(c1ccccc1)N1CCC2(CCN(c3ccncc3)CC2)CC1	28%	1%[11.4 µM]	8%	6%	19%	-20%	0%[9.22 µM]	1.8%	-10%	-6%	3%
CCOc1ccc(OCc2ccc(C(=O)O)o2)cc1	-25%	-16%	-13%	-5%	8%	20%	-3%	-0.5%	-4%	3%	-2%
CCNc1ncc2nc(C)c(=O)n(CCC#N)c2n1	13µM*	1%[11.4 µM]	22%	-9%	-1%	?	5%[9.22 µM]	1.1%	-4%	-1%	2%
CCOC(=O)N1CCC(NC(=O)CN2C(=O)COc3ccc(C(C)(C)C)cc32)CC1	6%	-1%	9%	1%	-5%	-10%	0%	1.8%[57.5 µM]	-1%	1%	3%
CO[C@@H]1/C=C\O[C@]2(C)Oc3c(C)c(O)c4c(O)c(cc(O)c4c3C2=O)NC(=O)/C(C)=C\C=C/[C@H](C)[C@@H](O)[C@H](C)[C@H](O)[C@H](C)[C@H](OC(C)=O)[C@@H]1C	2%[7.6 µM]	0%[11.4 µM]	-4%[11.4 µM]	-2%[11.4 µM]	-7%[11.4 µM]	-12%[11.5 µM]	0%[9.22 µM]	1.5%[9.22 µM]	-7%[9.17 µM]	-6%[11 µM]	-17%[11.4 µM]
CCC/C=C(\CCC)C(NP(=O)(c1ccccc1)c1ccccc1)c1ccc(C(F)(F)F)cc1 (centres undefined)	-8%	.	-11%	-9%	?	-2%	.	0.4%	.	-9%	.
CC(=O)Nc1nc2c(c3c1c(=O)oc1ccccc13)CCCC2	12%	3%	9%	-2%	-6%	32%	2%	6.8%	3%	?	8%
OCC#CCSc1nnc(-c2ccccc2Br)o1	?	-7%	-13%	-6%	-4%	?	1%	4.3%	0%	0%	-5%
OCCN1CCN(Cc2cc(Br)cc(Br)c2O)CC1	-1%	0%	-13%	2%	17%	1%	0%	2.3%[9.22 µM]	-15%	-2%	0%
COc1ccc(S(=O)(=O)NC2(C(F)(F)F)N=C3SCCN3C2=O)cc1 (centres undefined)	?	-1%	4%	-2%	1%	-18%	2%	-0.7%	-11%	-1%	2%
CCCS(=O)(=O)N1CCC(C(=O)NCCN2CCC(Cc3ccccc3)CC2)CC1	?	0%	1%	-8%	-3%	-12%	-3%	0.6%	20%	0%	5%
COc1ccc(OC)c(C(=O)CSc2nnc(-c3cccs3)n2C)c1	32%	-1%	?	-2%	0%	-12%	-6%	0.1%	9%	-5%	?
O=S(=O)(c1ccc(Br)cc1)N1CCn2c(nc3ccccc32)C1	-3%	4%	1%	0%	9%	.	.	1.3%	17%	-3%	-6%
CS(=O)(=O)N(CC(=O)N1CCN(Cc2ccccc2)CC1)Cc1ccccc1	-3%	-2%	9%	4%	-5%	-11%	-2%	-0.1%	1%	2%	2%
CSc1nnc(Cc2cc(=O)[nH]c(=O)[nH]2)n1-c1cccc(C)c1	?	5%	3%	3%	-8%	-2%	-1%	0.4%	13%	5%	0%
CCOc1ccc(N2C(=O)CC(Sc3ncccn3)C2=O)cc1 (centres undefined)	4%	0%	1%	-4%	-6%	-19%	-3%	1.4%	-1%	2%	-2%
Clc1ccc(-c2nnn(Cc3nc4ccccc4s3)n2)cc1	16%	5%	8%	2%	43%	-1%	0%	-0.3%[57.5 µM]	-1%	27%	-11%
CCOC(=O)C1CCCN(C(=O)c2cc(Cl)ccc2Cl)C1 (centres undefined)	-4%	3%	0%	-2%	4%	-2%	0%	.	1%	-3%	1%
Cn1cccc1C(=O)N1CCC2(CCCN(Cc3nccs3)C2)CC1	0%	-1%[11.4 µM]	-3%	-2%	-2%	-14%	-2%[9.22 µM]	-1.0%	3%	-6%	11%
Cc1cc(C)cc(N(CC(=O)O)S(=O)(=O)c2cccnc2)c1	-12%	3%	-12%	-6%	5%	.	.	0.2%	-12%	-3%	-1%
CC(=O)N1CCN=C1SCc1ccccc1	-9%	-4%	2%	0%	5%	-11%	0%	0.5%	6%	1%	6%
CCOCCCNC(=O)CN1C(=O)C(CC)Oc2ccccc21 (centres undefined)	4%	-3%	8%	-2%	0%	-11%	1%	-1.2%	-2%	1%	5%
Cc1nn(Cc2ccccc2)c(C)c1NC(=O)CSc1nc2sc3c(c2c(=O)n1C)CCC3	-1%	1%	6%	-1%	2%	-10%	0%	0.3%	8%	-2%	-3%
c1ccc2sc(SN3CCOCC3)nc2c1	?	0%	?	-4%	-11%	7%	0%	7.9%	-10%	-3%	2µM*

2 entries picked at random from the list so far, as already listed:
canonical_smiles	CRE-bla Fsk	Luciferase inh	HADH2 inh	DNA Pol III inh	Tau filament bind	ERK AVP block	Epigenetic mod	HBB splicing	UbGFP stabilizer	Hsp90 Hop PPI	ALOX15 inhib
CSc1nnc(Cc2cc(=O)[nH]c(=O)[nH]2)n1-c1cccc(C)c1	?	5%	3%	3%	-8%	-2%	-1%	0.4%	13%	5%	0%
CCOc1nc(-c2ccc(OC)cc2)ccc1-c1noc(-c2cccnc2)n1	0%	4%	-25%	2%	10%	5%	14%	.	2%	-2%	-1%

This is a subset; count on the stated rates, not on these rows.
